PI5P4Ka inh: blocks human PI5P4K alpha kinase activity | PI5P4Kalpha enzyme, ADP-Glo luminescence, 60 min; hits give low values | P48426 | 330,000 tested, 1.2% active | AID 652105 | max response, %; active means max response of -50% or lower; inconclusive means between -30% and -50%; inactive means -30% or higher; further: value at the top dose of about 77 µM; on the % scale 0 is the no-effect control and ±100 the full control effect
Target sequence (P48426 whole entry, looked up): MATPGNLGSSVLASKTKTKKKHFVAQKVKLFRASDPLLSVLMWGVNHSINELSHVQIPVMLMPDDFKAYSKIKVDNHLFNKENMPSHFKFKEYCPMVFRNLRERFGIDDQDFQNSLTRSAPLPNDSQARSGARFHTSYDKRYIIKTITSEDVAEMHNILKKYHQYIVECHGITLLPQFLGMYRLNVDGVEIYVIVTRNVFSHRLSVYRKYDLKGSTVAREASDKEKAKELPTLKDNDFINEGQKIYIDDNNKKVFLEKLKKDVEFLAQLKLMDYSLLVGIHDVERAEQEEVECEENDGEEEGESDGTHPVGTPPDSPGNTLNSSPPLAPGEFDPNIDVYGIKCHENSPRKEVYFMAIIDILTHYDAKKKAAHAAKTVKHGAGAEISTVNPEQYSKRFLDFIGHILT
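ADP-Glo luminescence end-point read after a 60 min room-temperature kinase reaction of PI5P4Kalpha plus substrate, initiated with ATP at 5 microM final. Buffer: 0.038 M HEPES pH 7.4, EGTA, 0.1% CHAPS, 5% DMSO.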
GLP1R cytotox: cytotoxicity in counter-screen for GLP-1R inverse agonists; 410,000 tested, 0.13% active; AID 624418; Potency, µM (titrated, usually from 38.3 µM), for the others: at the highest dose activity change, negative = inhibition, usual class: inhibitors; HEK293 cAMP-luciferase reporter cells, luminescence, 24 h;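 further: loss of luciferase light is scored as toxicity; potency means the concentration at half of the fitted maximal effect; on the % scale 0 is the no-effect control and ±100 the full control effect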
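Here, cytotoxicity is scored as loss of luminescence. The MLSMR collection was tested on cells seeded in medium containing 10% Nu serum, with a 24 hr compound exposure preceded by 12 hours of culture.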
DRD3 agonist: activates the human D3 dopamine receptor. P35462. D3R DiscoveRx beta-arrestin cells, luminescence, 90 min. max activation, %. 410,000 tested, 0.58% active. AID 652048; in the data active means max activation above about 30%; further: 0% is about no effect; mostly tested at two doses, the higher about 12 µM
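Agonist mode: compounds and dopamine controls were applied to plated cells for 90 min at 37 degrees C after an overnight attachment at 1500 cells/well. Luminescent read-out followed 30 - 60 minutes at room temperature with DiscoveRx detection reagent.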
PLK1 PBD inh: blocks phosphopeptide binding to human PLK1 polo-box domain; Plk1 PBD binding of FITC phosphopeptide, fluorescence polarization; Potency, µM, for the others: max response, negative = inhibition, actives largely listed as inhibitors; 360,000 tested, 2.8% active; AID 720504; further: potency means the concentration at half of the fitted maximal effect; series mostly up to about 57 µM; on the % scale 0 is the no-effect control and ±100 the full control effect; nearly all actives have a fitted effect of over 65% in size
Target sequence (P53350 whole entry, looked up, the tested form may be a part): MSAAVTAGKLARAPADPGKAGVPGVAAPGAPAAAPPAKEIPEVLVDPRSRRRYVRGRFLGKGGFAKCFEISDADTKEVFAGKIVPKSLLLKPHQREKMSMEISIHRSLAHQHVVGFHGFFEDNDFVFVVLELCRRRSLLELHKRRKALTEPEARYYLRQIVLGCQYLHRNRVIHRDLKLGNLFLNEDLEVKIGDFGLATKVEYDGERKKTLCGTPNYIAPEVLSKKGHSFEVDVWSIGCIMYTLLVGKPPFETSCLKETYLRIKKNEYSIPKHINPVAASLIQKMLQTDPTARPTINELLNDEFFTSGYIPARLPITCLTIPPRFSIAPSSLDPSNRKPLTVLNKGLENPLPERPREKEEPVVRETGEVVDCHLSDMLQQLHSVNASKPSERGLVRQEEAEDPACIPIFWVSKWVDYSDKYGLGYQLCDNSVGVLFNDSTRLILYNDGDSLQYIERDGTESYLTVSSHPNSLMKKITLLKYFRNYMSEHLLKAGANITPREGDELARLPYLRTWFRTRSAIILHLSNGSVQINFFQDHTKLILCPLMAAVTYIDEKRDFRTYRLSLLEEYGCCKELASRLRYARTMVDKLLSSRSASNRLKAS
IL-2 act: activators of IL-2; activation, % (series mostly up to about 46 µM); IL-2 activation reporter assay, cell-based qHTS; stimulated with anti-CD3/CD4/CD28 beads; in transgenic mouse T cells; AID 652025; 360,000 tested, 0.065% active; in the data active means activation above about 50%; inconclusive means mostly about 30% to 49%; further: 0% is about no effect
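First, unstimulated transgenic mouse T cells were exposed to compound for 60 min. Next, anti-CD3/anti-CD4-coated beads with anti-CD28 were added. Finally, after 18 h at 37 degrees C, EGFP and DsRed were imaged.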
GLP-1R inv ag: inverse agonists of human GLP-1 receptor; HEK293 GLP-1R CRE-luciferase, luminescence, 24 h; GLP-1R form is constitutively active; P43220; 410,000 tested, 1.6% active; Potency, µM (titrated, usually from 38.3 µM), inactives show at the top dose activity change, negative = inhibition, usual class: inhibitors; AID 624417; further: potency means the concentration at half of the fitted maximal effect; on the % scale 0 is the no-effect control and ±100 the full control effect; nearly all actives have a fitted effect of over 55% in size
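HEK293 cells stably co-expressing a cAMP-responsive luciferase reporter and constitutively active GLP-1R were seeded, incubated 12 h, then exposed to compounds for 24 h at 37 C. Luminescence was read 12 min after detection reagent; inverse agonists lower signal.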
WRN inhibitor: inhibitors of human WRN helicase; Q14191; WRN helicase unwinding, fluorescent forked duplex, kinetic; 360,000 tested, 0.46% active; Potency, µM (series often up to 114 µM), for the others: top-dose activity change, negative = inhibition, usual class: inhibitors; AID 651768; further: potency means the concentration at half of the fitted maximal effect; on the % scale 0 is the no-effect control and ±100 the full control effect; nearly all actives have a fitted effect of over 55% in size
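Fluorescence dequenching readout, ex 525 nm/em 598 nm, kinetic mode: forked duplex DNA (100 nM final) with adjacent fluorophore and quencher unwound by WRN (20 nM final) with 2 mM ATP. Compound preincubation 15 min, room temperature.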
GLP-1R agonist: agonists of human GLP-1 receptor | Potency, µM (titrated, usually from 45.6 µM), for the others: at the highest dose activation, actives largely listed as activators | P43220 | AID 624172 | HEK293 GLP-1R CRE-luciferase, luminescence, 4-6 h; cells express a hypersensitive GLP-1R form | 380,000 tested, 0.007% active; further: potency means the concentration at half of the fitted maximal effect; % of control where 0% means no effect
D3 antag: D3 dopamine receptor (human) antagonism | 360,000 tested, 2.5% active | P35462 | AID 652054 | max response, negative = inhibition, % | D3R cells, DiscoveRx beta-arrestin luminescence, antagonist mode; hits give low values; in the data active means max response below about -50%; inconclusive means no clear call, values can overlap the other calls; further: on the % scale 0 is the no-effect control and ±100 the full control effect; mostly tested at two doses, the higher about 12 µM
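Cells plated overnight at 1500 cells/well, then exposed to library compounds with dopamine controls for 90 minutes at 37 degrees C. DiscoveRx reagent added for 30–60 minutes at room temperature; luminescence read, quantitative HTS format.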
Active calls of the source: *; ? = inconclusive; nt = no result given; [ ] = dose if it differs, or a comment. Unless noted, the call rests on the fitted dose curve; in most records, active means well fitted curve in the direction sought with a large enough effect; inconclusive means small, poorly fitted or top-dose-only effect, or another doubt; inactive means no such curve, though single readings can be large; an effect the other way counts as inactive or inconclusive.

The line under a structure holds: PI5P4Ka inh, GLP1R cytotox, DRD3 agonist, PLK1 PBD inh, IL-2 act, GLP-1R inv ag, WRN inhibitor, GLP-1R agonist, D3 antag
- COc1cc(/C=C/C(=O)OCC(=O)N2c3ccccc3CC2C)cc(OC)c1OC (configuration not stated)
  7, 2%, 4, -9%, -1.1, ?, -2%, 4%, -4
- CCc1ccc(CN(C)C(=O)c2cccc(S(=O)(=O)Nc3ccccc3OC)c2)cc1
  5, -25%, -2, -5%, -0.1, ?, -27%, 4%, -22
- COc1ccc(/C=N/NC(=O)CN2CCCC2)cc1
  -9, 7%, -1, -2%, -0.6, -6%, 1%, -5%, -20
- COc1cccc(-n2nnc3c(=O)n(Cc4cccc(F)c4)cnc32)c1
  nt, 7%, -17, -1%, -1.3, -1%, -25%[57.1 µM], -1%, 4
- O=C(O)CC1(CC(=O)Nc2ccccc2C(=O)c2ccccc2)CCCC1
  0, -5%, 8, 6%, -2.8, 28%, 2%, 5%, -4
- Cn1c(/C=C/N2CCOCC2)c(C(=O)c2ccc(Br)cc2)c(=O)n(C)c1=O
  2, 80%[activator], -5, -8%, -0.8, 4%, -10%, -4%, -23
- Cc1ccc(C(=O)OCC(=O)NC2CCS(=O)(=O)C2)c(C)c1 (configuration not stated)
  -5, 0%, 1, -15%, 0.0, 14%, 8%, -5%, -9
- COCc1cc([C@@H]2C[C@H]3CN(c4ccccc4)C(=O)[C@]34CCCN24)ccc1OC
  2, -11%, 1, -12%, -0.9, -20%, 3%, 10%, 0
- Cc1ccc(NC(=O)COC(=O)CCCC2=NS(=O)(=O)c3ccccc3N2)cc1C
  -2, -1%, 7, -8%, -2.1, 1%, -5%, -6%, 6
- CCN(CC)S(=O)(=O)c1ccc(C(=O)NCc2n[nH]c(=S)n2-c2ccc(Cl)c(Cl)c2)cc1
  -7, 0%, -4, -9%, -0.7, 3%, -17%, 9%, -23
- COc1ccc(CCN2C(=NC(=O)CCC(=O)O)SC3CS(=O)(=O)CC32)cc1 (configuration not stated)
  nt, 0%, 2, -6%, -0.7, 3%, -5%, -8%, 36
- CC1CCN(C(=O)c2ncn3c2c(=O)[nH]c2ccccc23)CC1
  0, -24%, 0, -7%, 1.2, -4%, -6%, -5%, 9
- OC(c1ccc(F)c(F)c1)c1nc(-c2cnc3ccccc3c2)cs1 (configuration not stated)
  7, 2%, -1, -12%, -0.4, ?, -10%, ?, -6
- O=C(c1cccc(Cl)c1)C1CCCN(C(=O)c2ccoc2)C1 (configuration not stated)
  -1, -21%, 20, -5%, 1.6, -3%, 5%, 6%, 5
- Nc1c(C(=O)OCC2CCCO2)c2nc3ccccc3nc2n1C1CCCCC1 (configuration not stated)
  nt, -19%, 18, -1%, -2.3, 16%, 0%, 11%, -1

Later entries
The line under a structure holds: PI5P4Ka inh, GLP1R cytotox, DRD3 agonist, PLK1 PBD inh, IL-2 act, GLP-1R inv ag, WRN inhibitor, GLP-1R agonist, D3 antag
- CCCCNC(C(=O)Nc1ccc([N+](=O)[O-])cc1Br)c1ccccc1 (configuration not stated)
  -6, -6%, 2, 4%, 0.0, 10%, ?, 2%, 1
- COc1ccc(/C(O)=C2/C(=O)C(=O)N(CCCN(C)C)C2c2cccc(Cl)c2)cc1OC (configuration not stated)
  11, -4%, 1, -2%, 0.4, 0%, -4%, -2%, 12
- COc1ccc(CC(=O)Nc2ccc(-c3nc4cc(C)ccc4o3)c(O)c2)cc1OC
  -8, -3%, -1, 12%, 16, 6%, -16%, -1%, 38
- O=C(COC(=O)CCNS(=O)(=O)c1ccccc1)NC(=O)c1ccccc1
  6, 6%, 1, -21%, 1.7, 15%, -9%, 1%, 9
- COC(=O)c1sccc1NC(=O)CN(C)NS(=O)(=O)c1ccc([N+](=O)[O-])cc1
  -15, -12%, -3, 24µM*, -1.8, 79%[activator], 2%, 4%, -29
- Cc1cc(C)cc(NC(=S)NCc2cccs2)c1
  4, -19%, -4, -12%, -0.7, ?, -14%, 0%, 0
- Cc1cc(C(F)(F)F)c2sc(N)nc2n1
  -1, 4%, 3, -5%, 0.2, -1%, -10%, 0%, 10
- CCCc1ccc(OCC(=O)Nc2cc(S(=O)(=O)CC)ccc2O)cc1
  -1, -31%, 10, 7%, -2.2, -26%, -10%, 4%, 10
- Cc1ccccc1C(=O)NNC(=O)/C=C\C(=O)O
  -5, ?, -4, ?, -3.7, ?, 2%, -1%, -21
- COC(=O)C1=C(C)N(CCCC(=O)O)C(=O)NC1c1ccc(C(F)(F)F)cc1 (configuration not stated)
  -81*, -15%, 1, 2%, -0.3, 14%, -3%, -1%, 1
- O=C(CCCc1ccccc1)NCc1ccccc1Cl
  3, 5%, 1, -4%, -3.3, ?, -2%, -3%, -4
- Nc1cccc(-c2cn(-c3cc4cc(C#CC5(O)CCCCC5)ccc4oc3=O)nn2)c1
  -10, -41%, 19, 6%, -0.6, 14%, -2%, 0%, 89
- COC(=O)CN1C(=O)CC(C)(C)S(=O)c2ccccc21 (configuration not stated)
  1, -6%, 2, -17%, -1.5, 11%, 2%, -5%, 12
- COc1ccc(CCNCc2c(-c3ccccc3)n(C)c3ccccc23)cc1
  -1, ?, -2, -8%, -0.7, ?, -5%, 10%, -15
- O=C(OC1CCOC1=O)c1cc(S(=O)(=O)N2CCOCC2)c(Cl)cc1Cl (configuration not stated)
  -2, -13%, 0, -1%, -1.1, 0%, -7%, 14%, 17

(cont.)
molecule	PI5P4Ka inh	GLP1R cytotox	DRD3 agonist	PLK1 PBD inh	IL-2 act	GLP-1R inv ag	WRN inhibitor	GLP-1R agonist	D3 antag
CN(C)c1ccc(N/C=C/C(=O)c2ccccc2)cc1	nt	?	-2	9%	2.4	?	4%	-28%	?
COc1cc(OC)c2c(c1)C(=O)c1cc(OC)cc(OC)c1C2=O	2	-7%	-5	-2%	1.2	28%	-6%	-10%	6
COc1ccc(/C=C2\SC(=O)N(CCNC(=O)Cc3coc4cc(OC)ccc34)C2=O)cc1	5	-3%	4	-5%	0.0	29%	4%	2%	8
COC(=O)c1ccc(Cn2cnc3c(Cl)ncnc32)cc1	7	7%	2	-3%	0.3	-3%	-3%	21%	1
COc1ccc(-c2cc(C(=O)N3CCCCC3)c3ccccc3n2)cc1OC	1	-6%	-1	-13%	-4.9	24%	-1%	21%	-14
Cc1ccc(NC(=O)COC(=O)C(NS(=O)(=O)c2ccc(Cl)cc2)C(C)O)cc1C (configuration not stated)	1	-24%	3	-2%	-0.2	3%	-6%	-4%	13
COc1ccc(NC(C)=O)cc1CNC(=O)COc1c(C)c(C)cc(C)c1C	5	1%	-1	-2%	-3.7	?	-22%	-2%	8
COc1ccc(-c2csc(NC(=O)CN3C(=O)NC4(CCCC4)C3=O)n2)c(OC)c1	-15	3%	1	-4%	0.1	16%	-10%	0%	-10
CSc1nc(C)cc(C)c1S(=O)(=O)c1ccccc1C	1	-3%	1	-9%	-0.3	5µM*	-9%	-11%	8
O=C(NCc1cccnc1)c1ccccn1	nt	0%	3	-3%	-0.2	3%	6%	-9%	-17

Ordered by length of the SMILES (high to low): some entries from above.
molecule	PI5P4Ka inh	GLP1R cytotox	DRD3 agonist	PLK1 PBD inh	IL-2 act	GLP-1R inv ag	WRN inhibitor	GLP-1R agonist	D3 antag
COc1ccc(/C=C2\SC(=O)N(CCNC(=O)Cc3coc4cc(OC)ccc34)C2=O)cc1	5	-3%	4	-5%	0.0	29%	4%	2%	8
Cn1c(/C=C/N2CCOCC2)c(C(=O)c2ccc(Br)cc2)c(=O)n(C)c1=O	2	80%[activator]	-5	-8%	-0.8	4%	-10%	-4%	-23
COc1ccc(/C=N/NC(=O)CN2CCCC2)cc1	-9	7%	-1	-2%	-0.6	-6%	1%	-5%	-20

More entries.
molecule	PI5P4Ka inh	GLP1R cytotox	DRD3 agonist	PLK1 PBD inh	IL-2 act	GLP-1R inv ag	WRN inhibitor	GLP-1R agonist	D3 antag
CCOc1ccccc1NC(=O)CSc1nnc2ccc(-c3ccncc3)nn12	3	-10%	6	-21%	1.6	73%[activator]	-5%	12%	12
COc1cc(C(=O)NCc2ccc3c(c2)OCO3)ccc1OCc1c(C)noc1C	0	-14%	1	-3%	0.7	20%	-1%	2%	-7
Cc1ccsc1C1Nc2ccc3ncccc3c2C2=C1C(=O)CC(C)(C)C2 (configuration not stated)	nt	-25%	-16	-8%	-2.1	-7%	-16%	2%	?
Cc1cccc(NC(=O)c2nc[nH]c2C(=O)N[C@@H](C)CO)c1	-3	5%	-10	-9%	-2.6	8%	-12%	0%	3
Cc1cc(C)n(C(=O)CNC(=O)c2cccs2)n1	-5	2%	8	-2%	-1.8	10%	9%	-8%	-7
COc1ccc(N(C)C(=O)Cc2c(C(=O)O)n(C)c3ccccc23)c(OC)c1	-2	11%	-3	5%	-3.9	0%	-11%	3%	7
CCCCOc1ccc(N(CC(=O)NC(C)(C)CC)C(=O)CCC(=O)Nc2ccccn2)cc1	3	12%	-1	?	0.2	?	-9%	-4%	-8
COc1ccccc1-c1cc(-c2ccccc2)nc(SC(C(N)=O)c2ccccc2)c1C#N (configuration not stated)	-2	?	-1	-9%	-3.5	?	-5%	3%	-5

One compound at a time, as listed above. Screens in order: PI5P4Ka inh | GLP1R cytotox | DRD3 agonist | PLK1 PBD inh | IL-2 act | GLP-1R inv ag | WRN inhibitor | GLP-1R agonist | D3 antag
`COc1cc(C(=O)NCc2ccc3c(c2)OCO3)ccc1OCc1c(C)noc1C` as listed: 0 | -14% | 1 | -3% | 0.7 | 20% | -1% | 2% | -7
`Cc1ccsc1C1Nc2ccc3ncccc3c2C2=C1C(=O)CC(C)(C)C2` (configuration not stated) as listed: nt | -25% | -16 | -8% | -2.1 | -7% | -16% | 2% | ?
`COc1ccc(N(C)C(=O)Cc2c(C(=O)O)n(C)c3ccccc23)c(OC)c1` as listed: -2 | 11% | -3 | 5% | -3.9 | 0% | -11% | 3% | 7

From PubChem BioAssay
